EPAC2 antag: qHTS for Antagonist of cAMP-regulated guanine nucleotide exchange factor 2 (EPAC2): primary screen | Rap guanine nucleotide exchange factor 4 (Homo sapiens), Q8WZA2 | EPAC2 GEF exchange of Rap1B-BODIPY-GDP, fluorescence | Potency, µM (titrated, usually from 114 µM), inactives show at the highest dose activity, negative = inhibition, actives largely listed as inhibitors | hit rate 0.18% among 360,000 | AID 720708, 2013; also: % is scaled to controls: 0 for no effect and ±100 for the full control effect; nearly all actives have a fitted effect of over 45% in size; many of its hits are not listed in these tables
Target sequence (Q8WZA2 whole entry, looked up): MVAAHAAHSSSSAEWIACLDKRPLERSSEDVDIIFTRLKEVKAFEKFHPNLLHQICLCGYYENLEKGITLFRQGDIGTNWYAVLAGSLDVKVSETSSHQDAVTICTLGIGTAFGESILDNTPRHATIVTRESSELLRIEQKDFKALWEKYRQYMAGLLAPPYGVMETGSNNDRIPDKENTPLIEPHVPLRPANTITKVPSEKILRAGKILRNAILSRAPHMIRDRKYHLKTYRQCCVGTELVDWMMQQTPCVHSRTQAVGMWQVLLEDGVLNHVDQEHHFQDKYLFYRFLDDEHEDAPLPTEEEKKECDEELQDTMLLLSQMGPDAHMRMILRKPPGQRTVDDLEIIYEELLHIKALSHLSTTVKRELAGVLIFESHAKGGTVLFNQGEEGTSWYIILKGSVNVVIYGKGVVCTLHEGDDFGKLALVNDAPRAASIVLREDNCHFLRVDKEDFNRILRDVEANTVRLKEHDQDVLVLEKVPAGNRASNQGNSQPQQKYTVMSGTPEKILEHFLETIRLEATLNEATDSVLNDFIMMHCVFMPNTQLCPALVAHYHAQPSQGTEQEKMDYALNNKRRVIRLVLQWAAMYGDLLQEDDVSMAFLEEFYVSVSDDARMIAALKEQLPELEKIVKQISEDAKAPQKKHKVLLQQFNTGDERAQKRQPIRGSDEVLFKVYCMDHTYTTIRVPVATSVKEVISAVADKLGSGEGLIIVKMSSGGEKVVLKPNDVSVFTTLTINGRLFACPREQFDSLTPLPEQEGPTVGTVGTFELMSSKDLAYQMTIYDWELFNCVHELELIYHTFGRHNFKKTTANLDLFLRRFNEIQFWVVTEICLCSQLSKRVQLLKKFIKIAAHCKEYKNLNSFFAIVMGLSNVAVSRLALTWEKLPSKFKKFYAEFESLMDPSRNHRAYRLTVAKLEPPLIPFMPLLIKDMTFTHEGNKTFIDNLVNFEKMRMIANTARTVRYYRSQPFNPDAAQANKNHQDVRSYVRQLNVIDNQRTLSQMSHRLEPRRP
MCF10A rerep: A quantitative high throughput screen for small molecules that induce DNA re-replication in MCF 10a normal breast cells; MCF 10A DNA re-replication, Hoechst nuclear intensity, 48 h; Potency, µM (top dose mostly 46.1 µM), for the others: at the highest dose activity, positive = re-replication, usual class: activators; hit rate 2.9% among 350,000; also: % of control where 0% means no effect; nearly all actives have a fitted effect of over 50% in size
TGFb inhibitor: qHTS for Inhibitors of TGF-b; AID 588855, 2011; hit rate 1.2% among 410,000; HepG2 CAGA-GFP TGF-b/SMAD3 reporter, GFP fluorescence, 18 h; TGF-beta stimulated, 500 pg/mL final; Potency, µM (series often up to 46.1 µM), for inactives: at the highest dose activity, negative = inhibition, hits mostly inhibitors; also: % is scaled to controls: 0 for no effect and ±100 for the full control effect; nearly all actives have a fitted effect of over 65% in size
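TGF-beta reporter screen: HEPG2 CAGA-GFP, 1% FBS, 500 pg/mL TGF-beta final, 18 h; per-cell GFP summed per well; curves fitted and categorized by class.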
A549 viability: Nrf2 qHTS screen for inhibitors: counterscreen for cytotoxicity; A549 ARE-Fluc cells, CellTiter-Fluor viability, 18-24 h; AID 504648, 2011; Potency, µM (series often up to 46 µM), for inactives: at the highest dose activity change, negative = cytotoxicity, most hits filed as inhibitors; hit rate 0.16% among 390,000; also: % is scaled to controls: 0 for no effect and ±100 for the full control effect
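Cytotoxicity counterscreen: CellTiter-Fluor fluorescence was measured in A549 ARE_Fluc cells after 18-24 h of compound exposure in a concentration series. The subsequent BugLite luminescent read reports ARE-luciferase activity.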
Nrf2 inh: Nrf2 qHTS screen for inhibitors | A549 ARE-Fluc reporter, luciferase luminescence, 18-24 h | Potency, µM (doses to about 46 µM), inactives show top-dose activity change, negative = inhibition, most hits filed as inhibitors | hit rate 2.1% among 360,000 | AID 504444, 2011; also: % is scaled to controls: 0 for no effect and ±100 for the full control effect; nearly all actives have a fitted effect of over 60% in size
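Cells were seeded and rested 2 h, then exposed to compounds for 18-24 h. CellTiter-Fluor was read first as a viability measure. BugLite was added 15 min before the final luminescent read of ARE-luciferase activity in A549 cells.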
ATXN viability: Viability Counterscreen for Primary qHTS for Inhibitors of ATXN expression; S2 cells (HEK-293 line with an ATXN2-luciferase reporter) viability, CellTiter-Fluor protease fluorescence, 24 h; Potency, µM (highest dose often 56.7 µM), usual class: cytotoxic; hit rate 0.49% among 400,000; also: nearly all actives have a fitted effect of over 40% in size
ATXN2 expr inh: Primary qHTS for Inhibitors of ATXN expression; hit rate 0.72% among 360,000; AID 1745845, 2022; HEK-293 ATXN2-luciferase reporter, luminescence, 24 h; Potency, µM (titrated, usually from 57 µM), inactives show at the highest dose activity change, negative = inhibition, usual class: inhibitors; also: % is scaled to controls: 0 for no effect and ±100 for the full control effect; nearly all actives have a fitted effect of over 55% in size
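qHTS (up to 57 uM final) was run with 24 h compound exposure of reporter cells at 37 °C. Each well was multiplexed: SteadyGlo luminescence measured ATXN2-luciferase expression after a fluorogenic Gly-Phe-AFC viability readout (25 uM final).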
Nrf2 ARE act: qHTS of Nrf2 Activators. AREc32 ARE-luciferase reporter (MCF7-derived line), luminescence, 24 h. Potency, µM (top dose mostly 46.1 µM), for inactives: at the top dose activation, usual class: activators. hit rate 0.31% among 410,000. AID 624171, 2012; also: % of control where 0% means no effect; nearly all actives have a fitted effect of over 65% in size
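AREc32 cells carrying an ARE-driven firefly luciferase reporter were seeded at 1000 cells/well in OPTI-MEM with 5% FBS, then exposed to compound for 24 hr at 37 deg C. Luminescence was read with Steady-Glo after 30 min at RT.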
HepG2 tox: qHTS for Inhibitors of TGF-b: Cytotox Counterscreen. HepG2 CAGA-GFP viability, ATP luminescence, 18 h. Potency, µM (highest dose often 46.1 µM), without a hit: top-dose activity change, negative = cytotoxicity, usual class: cytotoxic. hit rate 0.76% among 410,000. AID 588856, 2011; also: some results filed as inactive show a strong effect at the top dose
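CellTiter-Glo luminescence gave cytotoxicity after 18 hours at 37 degrees C. The cells were HepG2 CAGA-GFP in 1% FBS DMEM, stimulated with 500 pg/mL TGF-beta after compound addition. %Activity was normalised to no-cell wells (complete cell-killing) and DMSO (no toxicity), and curves were fitted and classified.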
Starred values were filed as active, the others as inactive; i = inactive; ? = inconclusive; / = not tested or not shown; & = joins results of further samples; [ ] = remark or other dose. Calls follow the shape of the dose curve; as a rule, active = well fitted curve in the direction sought with a large enough effect; inconclusive = small, poorly fitted or top-dose-only effect, or another doubt; inactive = no such curve, though single readings can be large; an effect the other way counts as inactive or inconclusive. Potency is read from the fitted curve at half-maximal effect. These rows are one share of the data; count on the stated rates, not on these rows.

The line under a structure holds: EPAC2 antag | MCF10A rerep | TGFb inhibitor | A549 viability | Nrf2 inh | ATXN viability | ATXN2 expr inh | Nrf2 ARE act | HepG2 tox
- CCOc1ccc(OCC(=O)Nc2ccc(S(=O)(=O)Nc3cc(C)nc(C)n3)cc2)cc1
→ -5% | 1% | -8% | -13% | ? | i | 2% | -0.5% | 0%
- COc1cc2nc(NCCCN3CCN(C)CC3)n3nc(-c4ccccc4)nc3c2cc1OC
→ -2% | 13µM* | ? | 1% | 1% | i | -11% | 8.9% | -83%
- C/C=C/C(=O)OCc1csc(CC(=O)Nc2ccccc2C)n1
→ 1% | 3% | -6% | -2% | -17% | i | 14% | 3.4% | -3%
- O=C(c1cccc([N+](=O)[O-])c1)N1CCN(Cc2ccc3c(c2)OCO3)CC1
→ 12% | 1% | 7% | -1% | ? | i | -28% | 0.6% | 7%
- Cc1noc(C)c1C(=O)NCCc1ccc(Cl)cc1
→ 3% | 4% | -10% | 3% | / | i | 1% | -1.1% | 0%
- COc1ccc(/C=C(\C#N)C(=O)OCC(=O)NCc2ccco2)cc1
→ 4% | 8% | 4% | 4% | -8% | i | -14% | 0.6% | -15%
- O=C(NCC(c1cccnc1)N1CCc2ccccc21)c1ccc(F)c(F)c1 (centres undefined)
→ / | / | ? | 1% | ? | / | / | 2.6% | -30%
- CCOC(=O)c1csc(NC(=O)c2ccc(C#N)cc2)n1
→ 4% | ? | 2% | 10% | -18% | i | -19% | 0.0% | -7%
- Cc1ccc(Oc2c(CO)c(-c3ccccc3)nn2C)cc1
→ 6% | 21% | -12% | 3% | 22% | i | -29% | -0.3% | -28%
- O=C(NCCC1=CCCCC1)C(=O)NCC1OCCCN1S(=O)(=O)c1ccc(F)cc1 (centres undefined)
→ -8% | 14% | 2% | -3% | -4% | i | -11% | 0.6% | -1%
- COc1ccccc1C(=O)Oc1c(Sc2ccccc2)c(C)nn1-c1ccccc1
→ / | / | ? | ? | 8%[9.27 µM] | 11µM* | ? | -1.3% | -94%
- CCOC(=O)N1CCN(C(=O)c2cc3n(n2)C(C(F)(F)F)CC(c2ccc4c(c2)OCO4)N3)CC1 (centres undefined)
→ -1% | 0% | ? | -10% | -19% | ? | -16% | -1.2% | -4%
- COc1ccccc1NC1=C(C)C(=O)CC1
→ 14% | ? | -11% | -3% | ? | i | 48%[activator] | 10% | -29%
- Cc1c(C(=O)N2CCN(c3ccccc3F)CC2)sc2ncn(CC(=O)N3CCOCC3)c(=O)c12
→ 13% | 5% | 7% | 0% | -15% | i | 5% | -0.7% | -8%
- CCN(C[C@H]1N[C@@](CC)(C(=O)OC)[C@H]2C(=O)N(C)C(=O)[C@@H]12)C(=O)COc1ccccc1
→ -2% | ? | -2% | -3% | 1% | i | -4% | -1.4% | 0%
- CN1CCN(C(=O)c2cc(-c3cccc(Cl)c3)on2)CC1
→ -2% | 0% | -6% | 11% | 1% | i | 30%[activator] | 3.7% | -23%
- O=[n+]1cc(-c2ccccc2)n([O-])c2c1CCCCC2
→ 2% | -1% | 4% | 1% | 4% | i | -1% | 260% | -2%
- COc1ccc(Cl)cc1NC(=O)Cn1cnc2c1c(=O)n(C)c(=O)n2C
→ / | / | ? | ? | / | i | 2% | 0.2% | -31%
- O=C(CCn1cccc1)NCc1ccc2c(c1)OCO2
→ -5% | 2% | 13% | 6% | 3% | i | -5% | -0.4% | -38%
- CCc1nnc(NS(=O)(=O)c2ccc(NC(=O)c3cccc([N+](=O)[O-])c3)cc2)s1
→ -3% | -1% | 2% | 5% | 1% | i | 6% | -1.0% | 4%
- CN(C)S(=O)(=O)c1ccc(N2CCCC2)c(C(=O)NNC(=O)COc2ccccc2F)c1
→ 9% | 0% | 17% | -3% | -6% | ? | -5% | 0.0% | 1%
- CCn1c(C)cc(/C=C2/NC(=O)N(c3ccccc3)C2=O)c1C
→ 5% | 1% | -8% | ? | ? | i | 8% | 1.8% | -17%
- O=C(CN(Cc1ccc(Cl)cc1)C(=O)CNS(=O)(=O)c1ccc(F)cc1)NCC1CCCO1 (centres undefined)
→ 4% | 2% | 15% | -6% | -21% | ? | -5% | -0.8% | -32%
- Cc1ccc(CCNC(=O)Cc2ccc(NC3=NC4CS(=O)(=O)CC4S3)cc2)cc1 (centres undefined)
→ 10% | 4% | -3% | 4% | 10% | i | -7% | 0.3% | -16%
- Cc1nn(-c2ccccc2)c2nc(-c3ccccc3)cc(C(=O)N3CCOCC3)c12
→ -25% | 24% | -5% | 7% | -27% | i | -20% | 0.1% | 9%
- CCOc1cc(CNCCSc2nnnn2-c2ccccc2)cc(Cl)c1OC
→ / | / | -32% | 7% | -12% | i | -19% | 2.5% | -32%
- CCC(=O)Oc1ccc2c(C)cc(=O)oc2c1C
→ -2% | -5% | 1% | 4% | 10% | i | -6% | -0.3% | 1%
- O=C(Nc1ccc2ccccc2c1)[C@@H]1C[C@H]1[C@@H](NP(=O)(c1ccccc1)c1ccccc1)c1ccccc1
→ -4% | 1% | -7% | 2% | 4% | i | 1% | 7.0% | -1%
- CCOC(=O)c1cnn(-c2ccc(OC)cc2)c1C1CCN(C(=O)OC(C)(C)C)CC1
→ / | / | ? | -2% | ? | i | -24% | -0.1% | -18%
- c1ccc(C2=NNC(c3ccccn3)=NN2)nc1
→ 3% | -16% | -13% | 4% | ? | i | -27% | -0.7% | -37%
- CCOC(=O)N/N=C/c1cn(Cc2ccccc2Cl)c2ccccc12
→ -11% | 3% | ? | -7% | -24% | ? | -29% | 4.9% | -10%
- Cc1cccc(C(=O)OCC(=O)N(C)CC(=O)Nc2ccc(Cl)c(C(F)(F)F)c2)c1
→ -16% | -7% | 2% | -5% | 1% | i | ? | -0.6% | 4%
- Cc1cc2c(c(=O)n1C)C(C(C)C)C(C#N)=C(N)O2 (centres undefined)
→ 11% | -9% | 0% | -15% | 8% | ? | -1% | 0.0% | 13%
- CCOC(=O)c1c(C)[nH]c(C(=O)C(C)Cl)c1C (centres undefined)
→ -8% | ? | 3% | -2% | -11% | i | -2% | 18µM* | -19%
- Cc1oc(-c2ccccc2Cl)nc1CS(=O)CC(=O)NCc1ccccc1Cl (centres undefined)
→ -1% | -4% | ? | 2%&-7% | 11%&-8% | i | 3% | -1.0%&4.1% | -10%&-26%
- CC1(C)CC(=O)C2=C(C1)N(c1ccccc1)C(N)=C(C#N)C2c1ccccc1 (centres undefined)
→ -3% | 7% | -3% | -3% | 3% | i | 47%[activator] | -0.5% | 1%
- CC(=O)c1cccc(NS(=O)(=O)c2c(C)n[nH]c2C)c1
→ 16% | 0% | -1% | 2% | / | i | 12% | -0.1% | -7%
- O=C(NNC(=O)C(c1ccccc1)c1ccccc1)c1ccccc1O
→ -22% | / | -18% | / | / | i | / | -0.7% | -2%
- CCCc1nn(CCc2ccccn2)c(N)c1CC
→ -3% | 0% | -2% | -2% | 8% | i | -5% | -0.6% | -8%
- CN1C(=O)C2(C(C#N)=C(N)N(c3ccc(Cl)cc3)C3=C2C(=O)CC(C)(C)C3)c2ccccc21 (centres undefined)
→ -4% | 3% | 13% | -10% | -3% | i | -11% | -0.2% | -13%
- CCOC(=O)N1C2CCC(C2)N1C(=O)OCC
→ 3% | -4% | 7% | 4% | 10% | i | -18% | -0.7% | 4%
- O=C(/C=C/Sc1ccc(C(F)(F)F)cn1)c1ccccc1
→ 1% | ? | ? | ? | ? | i | / | 9.6% | -24%
- COc1cccc(COc2ncnc3sccc23)c1
→ 0% | 1% | 0% | 10% | 10% | i | -12% | -0.2% | -3%
- Cc1ccc(S(=O)(=O)N2CCN(C3CC(=O)N(CCc4ccccc4)C3=O)CC2)cc1C (centres undefined)
→ -1% | -7% | -28% | -4%[1.84 µM] | -1% | i | -13% | 0.1% | 1%
- CCCSc1ncc(Cl)c(C(=O)Nc2c(C(=O)c3ccc(C)cc3)oc3ccccc23)n1
→ / | / | / | -2% | 9% | / | / | 3.0% | 5%
- CC(=O)Nc1ccc(-c2ccnc3c2CC(C)(C(=O)Nc2ccc(Cl)c(C(F)(F)F)c2)O3)cc1 (centres undefined)
→ -14% | / | ? | / | / | 13µM* | 20µM* | -0.5% | -59%
- OCCNc1nc(Nc2ccc(Cl)c(Cl)c2)nc2ccccc12
→ 15% | ? | 11µM* | -3% | -10% | ? | / | -4.1% | 13µM*
- O=C(CSc1cccc[n+]1[O-])Nc1cc2c(cc1Cl)C(=O)c1ccccc1C2=O
→ 0% | -1% | -12% | 12% | ? | i | 41%[activator] | 7.3% | -26%
- CC(C)N(C(=O)CSc1ccc(S(=O)(=O)N2CCCCC2)cn1)c1ccccc1
→ -14% | 5.8µM* | ? | -1% | 9.2µM* | i | -11% | 0.1% | -21%
- COc1cccc(CN2CC(C(=O)N3CCCCCC3)CCC2=O)c1 (centres undefined)
→ 5% | 0% | 25% | -6% | -13% | i | 6% | -0.4% | 6%
- O=C(Nc1ccc(S(=O)(=O)Nc2ncccn2)cc1)c1cccc(S(=O)(=O)N2CCCC2)c1
→ -1% | -2% | -27% | 0% | 8% | i | -21% | -0.8% | -4%
- C[C@@H](O)CNC(=O)c1[nH]cnc1C(=O)Nc1ccc(CNC(=O)OC(C)(C)C)cc1
→ -5% | / | -6% | / | / | i | -7% | 1.5% | 1%

Reprinted at random: 2 compounds from above.
The line under a structure holds: EPAC2 antag | MCF10A rerep | TGFb inhibitor | A549 viability | Nrf2 inh | ATXN viability | ATXN2 expr inh | Nrf2 ARE act | HepG2 tox
- CC(=O)Nc1ccc(-c2ccnc3c2CC(C)(C(=O)Nc2ccc(Cl)c(C(F)(F)F)c2)O3)cc1 (centres undefined)
→ -14% | / | ? | / | / | 13µM* | 20µM* | -0.5% | -59%
- C[C@@H](O)CNC(=O)c1[nH]cnc1C(=O)Nc1ccc(CNC(=O)OC(C)(C)C)cc1
→ -5% | / | -6% | / | / | i | -7% | 1.5% | 1%
